Assay outcomes as filed in PubChem.
ELG1 genotoxic: genotoxicity induction in ELG1-luciferase HEK293T cells | HEK293T ELG1-luciferase reporter, luminescence, 16 h | Potency, µM (titrated, usually from 46 µM), for inactives: at the top dose activity change, positive = activation, most hits filed as activators | 330,000 compounds, 1.3% hits | AID 504466; note: potency is the fitted concentration of half-maximal effect; % of control where 0% means no effect; nearly all actives have a fitted effect of over 60% in size
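ELG1-luciferase HEK293T cells, 2,000/well; compound pinned in; 16 hr, 37 °C, 5% CO2; ONE-Glo, 30 min RT; luminescence on CCD imager.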
Tb PFK inh: T. brucei PFK enzyme inhibition; Potency, µM (highest dose often 57.5 µM), without a hit: at the highest dose activity, negative = inhibition, hits mostly inhibitors; O15648; 330,000 compounds, 0.17% hits; T. brucei PFK, ADP-Glo luminescence;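 note: potency is the fitted concentration of half-maximal effect; 0% = uninhibited 1x PFK enzyme wells and -100% = no-enzyme wells; nearly all actives have a fitted effect of over 60% in size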
Target sequence (O15648 whole entry, looked up): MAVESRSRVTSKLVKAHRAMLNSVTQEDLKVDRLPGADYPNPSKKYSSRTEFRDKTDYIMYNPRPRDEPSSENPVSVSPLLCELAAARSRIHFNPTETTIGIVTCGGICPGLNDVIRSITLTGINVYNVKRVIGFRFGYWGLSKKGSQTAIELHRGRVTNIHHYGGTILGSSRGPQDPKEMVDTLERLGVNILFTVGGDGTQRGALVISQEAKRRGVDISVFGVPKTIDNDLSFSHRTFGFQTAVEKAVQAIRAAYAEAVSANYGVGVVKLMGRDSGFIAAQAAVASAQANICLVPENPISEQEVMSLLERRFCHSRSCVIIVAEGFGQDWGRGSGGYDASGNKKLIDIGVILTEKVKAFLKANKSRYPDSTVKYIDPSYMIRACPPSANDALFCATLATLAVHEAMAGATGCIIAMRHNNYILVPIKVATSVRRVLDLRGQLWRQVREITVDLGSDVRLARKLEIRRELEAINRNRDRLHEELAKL
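In TEA buffer at pH 8.0 with 5 mM MgCl2, enzyme (1.25 nM) converted F6P (0.5 mM) and ATP (0.1 mM) for 45 min at room temperature. ADP product was read by luciferase luminescence.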
p53 reactivator: mutant p53 re-activation in reporter cells. 320,000 compounds, 0.063% hits. H1299 p53-A138V BP100-luciferase reporter, luminescence, 24 h. Potency, µM (highest dose often 92.2 µM), for the others: at the highest dose activity change, positive = activation, actives largely listed as activators. AID 504706; note: potency is the fitted concentration of half-maximal effect; % of control where 0% means no effect; nearly all actives have a fitted effect of over 45% in size
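H1299 (p53-null), stable ts p53-A138V + BP100-Luc; 1000 cells/well, Opti-MEM/10% FBS; cpd 4 pt, 1:5; 24 h, 37 deg C, 5% CO2; detection reagent 10 min RT; luminescence.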
RORg inh: blocks mouse ROR gamma transcriptional activity; Potency, µM (top dose mostly 53.6 µM), without a hit: at the highest dose activity change, negative = inhibition, actives largely listed as inhibitors; P51450; AID 2551; Drosophila S2 Gal4-RORgamma UAS-luciferase reporter, 20 h; 310,000 compounds, 5.4% hits; note: potency is the fitted concentration of half-maximal effect; % is set by controls: 0 for no effect and ±100 for the full control effect; nearly all actives have a fitted effect of over 60% in size
Target sequence (P51450 whole entry, looked up, the tested form may be a part): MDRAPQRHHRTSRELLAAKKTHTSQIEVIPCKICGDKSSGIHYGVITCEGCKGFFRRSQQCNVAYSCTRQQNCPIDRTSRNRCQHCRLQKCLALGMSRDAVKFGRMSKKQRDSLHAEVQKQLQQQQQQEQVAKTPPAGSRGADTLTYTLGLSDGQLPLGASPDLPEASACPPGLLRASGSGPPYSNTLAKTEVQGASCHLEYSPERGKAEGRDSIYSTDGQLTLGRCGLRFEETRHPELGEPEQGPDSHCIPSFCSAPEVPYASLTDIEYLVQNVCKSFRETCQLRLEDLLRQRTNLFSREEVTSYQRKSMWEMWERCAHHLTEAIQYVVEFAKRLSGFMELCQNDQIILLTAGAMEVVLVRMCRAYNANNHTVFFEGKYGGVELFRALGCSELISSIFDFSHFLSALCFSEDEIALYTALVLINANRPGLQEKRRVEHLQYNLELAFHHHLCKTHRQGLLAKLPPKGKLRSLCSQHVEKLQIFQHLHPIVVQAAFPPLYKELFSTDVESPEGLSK
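Drosophila Schneider cells stably carrying a metallothionein-driven Gal4 DBD–ROR gamma fusion and a UAS-Photinus luciferase reporter were exposed to compound for 1 hr, then induced with copper sulfate (700 uM final) for 20 hr at ambient temperature before luminescence reading.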
TRPV1 agonist: activates the human vanilloid receptor TRPV1; TRPV1-expressing cells, Fluo-8 calcium influx, agonist mode; Q8NER1; activation, % at 8.33 µM; 320,000 compounds, 0.19% hits; in the data active = activation above about 80%; inconclusive = between about 30% and that limit; note: 0% is about no effect
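TRPV1-expressing cells were cultured overnight at 35.5C and loaded with Fluo-8 calcium dye for 40 to 90 min at room temperature. After a 10 s baseline, compound was added and calcium influx was read kinetically for 3 min (ex 480/em 520 nm).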
BRCA1 expr up: increases BRCA1 expression. 380,000 compounds, 1.1% hits. Potency, µM (doses to about 46.1 µM), for the others: top-dose activation, usual class: activators. AID 624202. MCF7-BRCA1-FFLuc reporter, luminescence, 48 h; response scale: scaled: vehicle 0%, 10 µM genistein 100%; note: potency is the fitted concentration of half-maximal effect; nearly all actives have a fitted effect of over 80% in size; some results filed as inactive show a strong effect at the top dose
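Luminescence from a BRCA1-driven firefly luciferase in MCF7 cells was the read-out, taken 15 min after substrate addition following 48 h compound exposure at 37 °C. Data were normalized to a 10 microM genistein control and DMSO vehicle.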
Rab9 prom act: activators of Rab9 promoter; Huh7 Rab9 promoter-luciferase reporter, luminescence, 24 h; Potency, µM (top dose mostly 9.22 µM), for inactives: at the highest dose activation, negative = inhibition, actives largely listed as activators; 320,000 compounds, 2.8% hits; note: potency is the fitted concentration of half-maximal effect; % of control where 0% means no effect; nearly all actives have a fitted effect of over 60% in size
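Luminescence from Amplite-detected luciferase (10 minutes, ambient) reports Rab9 promoter activation. Before that, stable Rab9-luciferase Huh7 cells (1500/well, reduced-serum OP-MEM I plus 10% FBS) were exposed to compound for 24 hours at 37C.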
VP16 counter: Gal4-VP16 reporter inhibition counter-screen | Drosophila S2 Gal4-VP16 UAS-luciferase, luminescence, 20 h | Potency, µM (top dose mostly 53.6 µM), without a hit: at the highest dose activity, negative = inhibition, most hits filed as inhibitors | 310,000 compounds, 3.5% hits | AID 2546;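 note: Gal4-VP16 expression switched on by copper sulfate through the metallothionein promoter; potency is the fitted concentration of half-maximal effect; % is set by controls: 0 for no effect and ±100 for the full control effect; nearly all actives have a fitted effect of over 50% in size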
FLuc counter: counter-screen for miR-21 project: firefly luciferase inhibitors or activators | P08659 | purified FLuc, Km substrates, luminescence inhibition | Potency, µM (doses to about 57.5 µM), inactives show top-dose activity change, negative = inhibition, usual class: inhibitors | 360,000 compounds, 6.9% hits | AID 588342;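 note: potency is the fitted concentration of half-maximal effect; plate controls were vehicle for no effect and reference inhibitor for full effect; nearly all actives have a fitted effect of over 55% in size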
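Biochemical qHTS of compounds, final roughly 60 µM downward over six points, against 10 nM purified firefly luciferase using Km concentrations of substrates (10 uM D-luciferin, 10 uM ATP) in Tris acetate pH 7.5 buffer; luminescence output.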
NPC1 prom act: activates the NPC1 promoter; Huh7 NPC1 promoter luciferase reporter, 24 h; Potency, µM (titrated, usually from 9.22 µM), for the others: at the top dose activation, actives largely listed as activators; 320,000 compounds, 2.4% hits; AID 485313;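 note: potency is the fitted concentration of half-maximal effect; % of control where 0% means no effect; nearly all actives have a fitted effect of over 60% in size; reporter is driven by a mutant NPC1 promoter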
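Quantitative HTS used a cell-based reporter: Huh7 cells stably bearing the NPC1 promoter upstream of luciferase were treated with compounds for 24 h, and promoter activation was read as luminescence.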
ELG1 DNA repair: inhibitors of ELG1-dependent DNA repair in HEK293T cells; HEK293T ELG1-luciferase reporter, luminescence, 16 h; DNA damage induced by 5-fluorouridine; Potency, µM (series often up to 46.1 µM), for the others: at the highest dose activity change, negative = inhibition, usual class: inhibitors; 330,000 compounds, 2.3% hits; AID 504467; note: potency is the fitted concentration of half-maximal effect; % is set by controls: 0 for no effect and ±100 for the full control effect; nearly all actives have a fitted effect of over 55% in size
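5-Fluorouridine DNA damage + compound/DMSO, 2,000 cells/well, 16 h, 37 °C/5% CO2. ONE-Glo, 30 min RT, luminescence. Readout = decrease in reporter signal.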
Starred values were filed as active, the others as inactive; ? = inconclusive; nt = no result given; & = joins results of further samples; [ ] = another dose, or the depositor's remark. Unless noted, calls come from the whole dose curve; as a rule, active = well fitted curve in the direction sought with a large enough effect; inconclusive = small, poorly fitted or top-dose-only effect, or another doubt; inactive = no such curve, though single readings can be large; an effect the other way counts as inactive or inconclusive. Not a hit list; overall some 15% were active at least once.

No.	compound	p53 reactivator	VP16 counter	RORg inh	Rab9 prom act	NPC1 prom act	TRPV1 agonist	FLuc counter	BRCA1 expr up	ELG1 genotoxic	ELG1 DNA repair	Tb PFK inh
1	CN(CC(=O)NCc1ccccn1)S(=O)(=O)c1ccc(Br)cc1	-5%	-8%	23%	-19%	0%	2	2%	5%	-2%	-6%	5%
2	Cc1n[nH]c(C)c1N1C(=O)c2cccc3c(Br)ccc(c23)C1=O	18%	-9%	29%	-1%	-4%	0	-9%	-40%	21%	?	24%
3	Cc1ccc2[nH]c(C(=O)N3CCN(c4cccc(Cl)c4)CC3)cc2c1	10%	1%	-19%	1%	6%	4	-7%	5%	-1%	-9%	-1%
4	COc1cc(/C=C/C(=O)NC(C)(C)C)ccc1OCc1ccccc1	-11%	-3%	?	-3%	-2%	15	-17%	-30%	-3%	-4%	-3%
5	NS(=O)(=O)c1ccc(NC(=O)COC(=O)CCCN2C(=O)c3cccc4cccc(c34)C2=O)cc1	-1%	nt	nt	nt	nt	nt	nt	-2%	2%	0%	7%
6	COc1cccc(CNC(=O)CCNC(=O)c2ccco2)c1	0%	nt	nt	-4%	-8%	1	6%	-11%	-1%	9%	-3%
7	OC(CN1CCN(c2ccccc2)CC1)c1ccc2c(c1)CCN2 (configuration not stated)	8%	-8%	?	9%	3%	-4	-7%	-13%	0%	-1%	0%
8	COc1ccc(OC)c(NC(=O)CSc2nnc(C3CCCCC3)n2N)c1	7%	nt	nt	0%	-3%	-1	-1%	9%	-8%	1%	12%

Compound profiles (already shown). Order of screens: p53 reactivator, VP16 counter, RORg inh, Rab9 prom act, NPC1 prom act, TRPV1 agonist, FLuc counter, BRCA1 expr up, ELG1 genotoxic, ELG1 DNA repair, Tb PFK inh
Record of COc1ccc(OC)c(NC(=O)CSc2nnc(C3CCCCC3)n2N)c1 → 7%, nt, nt, 0%, -3%, -1, -1%, 9%, -8%, 1%, 12%
Record of OC(CN1CCN(c2ccccc2)CC1)c1ccc2c(c1)CCN2 (configuration not stated) → 8%, -8%, ?, 9%, 3%, -4, -7%, -13%, 0%, -1%, 0%
Record of NS(=O)(=O)c1ccc(NC(=O)COC(=O)CCCN2C(=O)c3cccc4cccc(c34)C2=O)cc1 → -1%, nt, nt, nt, nt, nt, nt, -2%, 2%, 0%, 7%

Additional records
No.	compound	p53 reactivator	VP16 counter	RORg inh	Rab9 prom act	NPC1 prom act	TRPV1 agonist	FLuc counter	BRCA1 expr up	ELG1 genotoxic	ELG1 DNA repair	Tb PFK inh
9	C[C@H](NC(=O)c1nc[nH]c1C(=O)N1CCN(C(=O)OC(C)(C)C)CC1)c1ccccc1	7%	nt	nt	-6%	1%	1	7%	3%	1%	0%	0%
10	O=C(CN1C(=O)NC2(CCCCCC2)C1=O)NCc1ccc(Cl)cc1	-9%	nt	nt	nt	nt	nt	nt	-19%	0%	21%	-1%
11	O=C(C1=C[C@@H](c2ccc(Br)cc2)C[C@@H](OCCCCO)O1)N1CCOCC1	-2%	18%	7%	10%	4%	14	4%	11%	4%	12%	3%
12	Cc1ccc(NC(=O)NC(=O)CN2C(=O)NC3(CCc4ccccc43)C2=O)c(C)c1 (configuration not stated)	-5%	-6%	-10%	0%	-5%	0	6%	-44%	16%	?	-3%
13	CCc1ccc(N(C(=O)c2snc(C(N)=O)c2N)C(C(=O)NC2CCCC2)c2ccco2)cc1 (configuration not stated)	-15%	-1%	38%	?	-10%	?	3%	-62%	-18%	?	0%
14	COc1ccc(C)c2sc(N(CCCN(C)C)C(=O)c3ccc(S(=O)(=O)N(C)C)cc3)nc12	28%	-12%	-5%	3%	-1%	7	-4%	-2%	-4%	29%	-4%
15	OCC1(CCOc2ccccc2)CCN(Cc2nc3ccc(F)cc3[nH]2)CC1	-1%	-14%	4%	-3%	0%	0	1%	-27%	-8%	5%	16%
16	CCN(CC)S(=O)(=O)c1cccc(C(=O)NC(C(=O)NC2=NCCS2)C(C)C)c1 (configuration not stated)	0%	-4%	11%	-13%	1%	3	2%	-11%	-2%	-18%	3%

3 compounds out of the list, arranged by molar mass, smallest number first:
No.	compound	p53 reactivator	VP16 counter	RORg inh	Rab9 prom act	NPC1 prom act	TRPV1 agonist	FLuc counter	BRCA1 expr up	ELG1 genotoxic	ELG1 DNA repair	Tb PFK inh
15	OCC1(CCOc2ccccc2)CCN(Cc2nc3ccc(F)cc3[nH]2)CC1	-1%	-14%	4%	-3%	0%	0	1%	-27%	-8%	5%	16%
12	Cc1ccc(NC(=O)NC(=O)CN2C(=O)NC3(CCc4ccccc43)C2=O)c(C)c1 (configuration not stated)	-5%	-6%	-10%	0%	-5%	0	6%	-44%	16%	?	-3%
9	C[C@H](NC(=O)c1nc[nH]c1C(=O)N1CCN(C(=O)OC(C)(C)C)CC1)c1ccccc1	7%	nt	nt	-6%	1%	1	7%	3%	1%	0%	0%

Later entries:
No.	compound	p53 reactivator	VP16 counter	RORg inh	Rab9 prom act	NPC1 prom act	TRPV1 agonist	FLuc counter	BRCA1 expr up	ELG1 genotoxic	ELG1 DNA repair	Tb PFK inh
17	CCOC(=O)C1CCCc2c1[nH]c1c(C(N)=O)cccc21 (configuration not stated)	10%	6%	45%	2%	10%	-10	-1%	-8%	-2%	3%	?
18	CCc1nc2ccccc2n1Cc1ccccc1F	-4%	-20%[10 µM]	10µM*	-14%	-5%	1	-2%	12%	-6%	1%	-1%
19	CN(Cc1cccc(F)c1)C(=O)c1cccc(S(=O)(=O)N2CCN(Cc3ccccc3)CC2)c1	0%	?	96%	-4%	-7%	12	4%	-31%	-14%	-8%	2%
20	O=C1/C(=C\c2c(NCCOCCO)nc3ccccn3c2=O)SC(=S)N1Cc1ccco1	nt	?	9%[1.91 µM]	11%	5%	13	-18%	-8%	11%	-5%	-2%
21	COc1ccccc1C(=O)NC(CCSC)C(=O)NNC(=O)c1ccncc1 (configuration not stated)	-7%	nt	nt	0%	-1%	-9	2%	-13%	-1%	29%	-4%
22	Cc1cccc(N2CCN(C(=O)C(C)n3nc(C)n4c(cc5occc54)c3=O)CC2)c1C (configuration not stated)	-16%	-2%	-16%	-11%	1%	2	-11%&-2%	2%&5%	-10%	?	2%
23	COc1cc(/C=C2\C(=N)N3N=C(S(C)(=O)=O)SC3=NC2=O)cc(OC)c1OCCOc1ccc(C)cc1	1%	-6%	-4%	-4%	-8%	-2	0%	-6%	0%	-4%	-6%
24	Cc1c(C(=O)NCCC2=CCCCC2)cccc1[N+](=O)[O-]	?	-25%	22%	?	?	?	?	?	15%	?	0%
25	COC(=O)C1=C(C(=O)OC)C2(OC1c1ccc(Br)cc1)C(=O)c1ccccc1C2=O (configuration not stated)	2%	-9%	33%	-1%	4%	7	1%	0%	-4%	-10%	7%
26	Cc1ccc(S(=O)(=O)NC2(C(=O)O)CCCCC2)cc1	-4%	7%	6%	1%	0%	-2	7%	0%	3%	3%	2%
27	Cc1ccc2nc(-c3ccc(SCC(=O)N4CCc5ccccc54)nc3)[nH]c2c1	?	?	-36%	3.2µM*	3.5µM*	3	0.27µM*	2%	0%	?	-1%
28	COCC(=O)N1CCCc2ccccc21	11%	2%	6%	-4%	1%	-1	2%	0%	2%	?	4%
29	Cc1sc(NC(=O)CSc2nnc(COc3ccc(Cl)cc3)n2C)c(C#N)c1C	0%	?	-1%[10 µM]	-11%	-1%	1	8%	-18%	19%	?	2%
30	COc1ccc(S(N)(=O)=O)cc1C(=O)NCC(C)(C)N1CCCCC1	4%	1%	0%	2%	0%	4	2%	-5%	-1%	26%	-5%
31	COCCNC(=O)C(c1ccc(C)o1)N(Cc1ccc(F)cc1)C(=O)Cn1nnc2ccccc21 (configuration not stated)	-4%	10%	6%	-1%	-1%	3	-1%	-14%	7%	-5%	-5%
32	COc1ccc(NC(=O)CN2CCC(C)CC2)cc1	?	-2%	-9%	5%	0%	-2	-8%	32%	?	?	-6%
33	Cc1c(CCCN)c2ccccc2n1Cc1ccccc1	-2%	-9%	-29%	1%	-3%	1	-2%	-24%	0%	12%	-1%
34	CC(C)N1CCc2c(sc(N)c2C#N)C1	-1%	3%	-3%[10 µM]	-6%	7%	-2	1%	2%	2%	0%	2%
35	COc1ccccc1CNCC(=O)Nc1cc(S(=O)(=O)N2CCCCCC2)ccc1Cl	1%	11%	?	-3%	1%	nt	4%	-51%	-12%	23µM*	4%
36	CC(C)CCn1nnnc1CN1CCN(C(=O)c2ccco2)CC1	-2%	2%	6%	-3%	-1%	1	1%	0%	1%	18%	-11%
